# SSB-PriA inh – blocks PriA binding to SSB C-terminal tail | AlphaScreen SSBct-PriA binding, biotinylated peptide | inhibition, % at 33 µM | 430,000 tested, 0.6% active | AID 1272365; in the data active = inhibition mostly above about 37%, no sharp cut-off; inactive = mostly below about 20%;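 note: plate controls were negative control peptide for no effect and reference peptide for full effect; strong numbers were not always called active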
# Y pestis TopoI – blocks Yersinia pestis topoisomerase I activity; 360,000 tested, 0.064% active; AID 504884; activity, % at 10 µM; Y. pestis Topo-I cleavage product accumulation, plate reader; in the data active = activity above about 50%, passing the limit was not always enough; note: inactives centre near 2
# 3CLpro inhibitor – SARS-CoV 3CLpro protease inhibition. inhibition, % at 6 µM. P0C6X7. 290,000 tested, 0.14% active. recombinant SARS-CoV 3CLpro, quenched FRET peptide cleavage; in the data active = inhibition above about 12%
# PrPC surface inh – cell surface PrPC inhibition, primary TR-FRET screen. inhibition, % at 13.8 µM. TR-FRET read-out. AID 720596. 370,000 tested, 0.43% active; in the data active = inhibition above about 24%; note: 0% = median of the test wells and 100% = reference compound wells
# PfHsp40 yeast – rescue of PfHsp40-mediated yeast toxicity; S. cerevisiae expressing PfHsp40, growth rescue, ATP luminescence; growth rescue, % at 12.5 µM; 340,000 tested, 0.68% active; AID 504582; in the data active = growth rescue above about 28%, passing the limit was not always enough;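 note: yeast W303a lacking pdr1 and pdr3 grown in galactose medium; growth measured after three days at 30 °C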
# TcdB GH inh – blocks C. difficile toxin B glycohydrolase activity | P18177 | TcdB glycohydrolase enzymatic assay, plate reader | inhibition, % at 9.99 µM | 350,000 tested, 0.24% active | AID 652162; in the data active = inhibition above about 10%
# BoNT A protease – inhibitors of Botulinum neurotoxin A light chain protease; multiplex microsphere protease substrate cleavage, flow cytometry; inhibition, % at 10 µM; 360,000 tested, 0.17% active; AID 588499; note: plate controls were buffer without enzyme for full effect and enzyme alone for no effect
# Anthrax LF prot – anthrax lethal factor protease inhibition. 360,000 tested, 0.12% active. AID 588501. inhibition, % at 10 µM. multiplex microsphere protease cleavage assay, LF. P15917; note: plate controls were buffer without enzyme for full effect and enzyme alone for no effect
# Target sequence (P15917 whole entry, looked up): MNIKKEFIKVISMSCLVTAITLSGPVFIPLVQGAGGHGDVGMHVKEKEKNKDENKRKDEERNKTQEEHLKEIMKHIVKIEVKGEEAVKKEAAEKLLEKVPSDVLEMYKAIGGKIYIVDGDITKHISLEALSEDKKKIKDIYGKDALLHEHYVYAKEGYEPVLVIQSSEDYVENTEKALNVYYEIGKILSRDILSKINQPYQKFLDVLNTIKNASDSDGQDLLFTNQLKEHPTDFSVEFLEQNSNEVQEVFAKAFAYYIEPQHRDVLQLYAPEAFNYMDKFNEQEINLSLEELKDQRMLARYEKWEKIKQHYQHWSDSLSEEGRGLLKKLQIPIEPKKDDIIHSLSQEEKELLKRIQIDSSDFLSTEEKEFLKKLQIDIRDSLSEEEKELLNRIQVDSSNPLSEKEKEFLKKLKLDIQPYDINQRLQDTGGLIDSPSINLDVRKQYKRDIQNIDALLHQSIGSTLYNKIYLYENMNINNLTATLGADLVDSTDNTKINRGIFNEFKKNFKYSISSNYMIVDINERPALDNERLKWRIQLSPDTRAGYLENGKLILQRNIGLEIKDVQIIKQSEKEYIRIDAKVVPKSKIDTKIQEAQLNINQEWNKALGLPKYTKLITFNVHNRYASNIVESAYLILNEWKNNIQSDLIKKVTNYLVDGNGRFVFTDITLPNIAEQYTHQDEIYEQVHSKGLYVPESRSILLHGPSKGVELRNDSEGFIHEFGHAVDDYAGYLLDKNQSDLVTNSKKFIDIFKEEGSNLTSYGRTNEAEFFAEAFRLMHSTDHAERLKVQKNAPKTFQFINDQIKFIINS
# BH1578 lux ind – inducers of Vibrio cholerae quorum light production without autoinducers; 350,000 tested, 0.16% active; activation, % at 18.7 µM; V. cholerae BH1578 lux reporter, luminescence, 6 h; in the data active = activation mostly above about 9.7%, no sharp cut-off; note: not every result past the cut was called active; inactives centre near 0; reference of the scale not given here
# * marks the source's active call; other numbers are inactive results; i = inactive; · = not tested or not shown. Cut-off read from the data, not from the text of the source, unless noted: active = inhibition above about 30%; inconclusive = no clear call, values can overlap the other calls; inactive = below that. A portion of the library; the hit share may differ from the screen's.
SMILES,SSB-PriA inh,Y pestis TopoI,3CLpro inhibitor,PrPC surface inh,PfHsp40 yeast,TcdB GH inh,BoNT A protease,Anthrax LF prot,BH1578 lux ind
C=CCOC(=O)C1=C[C@@H](c2ccc(C(F)(F)F)cc2)C[C@@H](OCc2ccc(CO)cc2)O1,3,22,·,4,0.3,1.2,-0.1,-7,-2.9
CC(C)CC1C(=O)N(Cc2cn(Cc3ccco3)nn2)CCS(=O)(=O)N1Cc1ccc(-c2ccncc2)cc1 (stereo not drawn),·,12,·,-3,·,1.3,-0.6,-4,-0.2
CN(CCc1ccccc1)C(=O)c1ccc(NC(=O)Cc2cccc(NC(=O)C3CCN(C(=O)C4CCCC4)CC3)c2)cc1,-3,28,·,-9,1.0,0.4,0.0,-1,i
CCn1c(CC(=O)Nc2ccccc2F)nnc1SCC(=O)NC1CCCC1,-9,4,-1,-9,0.4,1.3,-1.4,-4,-0.8
C[C@H](NC(=O)c1nc[nH]c1C(=O)NC(c1ccccc1)c1ccccc1)C(=O)OC(C)(C)C,2,17,12,9,4.6,1.2,-0.2,-9,i
O=S(=O)(c1ccc(Br)cc1F)N1CCCCC1CCO (stereo not drawn),-8,3,·,0,-1.6,0.8,0.0,3,-0.4
CCc1nc2ccc(C(=O)NCCCn3ccnc3)cn2c1N(CC)CCOC,·,-4,·,-6,·,0.7,0.5,-5,-3.0
COc1cc(C(=O)Nc2ccc(O)cc2C(=O)O)ccc1OC(C)=O,-2,-5,0,-4,-0.8,·,3.1,0,0.4
O=C(c1cc2ccccc2o1)N1CCN(c2cccc(C(F)(F)F)c2)CC1,-2,14,6,4,1.4,0.2,2.0,0,i
CC[C@@H](NC(=O)[C@@H](Cc1ccccc1)NC(=O)CC[C@H]1O[C@@H](n2ccc(=O)[nH]c2=O)[C@H](O)[C@@H]1O)c1ccccc1,·,·,·,4,·,0.4,-0.8,2,·
COc1ccc(Cc2nnc(NC(=O)c3c(-c4ccccc4)noc3C)s2)cc1OC,·,-3,6,2,0.6,0.6,-0.3,-14,-0.4
COc1ccc(C2CC(=O)Oc3cc(C)cc(C)c32)cc1 (stereo not drawn),-17,17,·,-9,3.5,2.0,-0.3,2,i
FC(F)(F)c1nnc2n1N=C(c1cccs1)CS2,-7,7,-1,-1,2.3,1.5,-0.6,-8,-0.3
O=C(O)/C=C\c1cccc(-n2cnnn2)c1,-13,2,0,1,0.7,·,-0.8,0,-0.2
Cc1ccccc1OC(=O)c1cccc(S(=O)(=O)N2CCN(C)CC2)c1,-7,-2,·,4,-1.4,-1.8,0.1,-3,i
CC(C)N1CCN(c2ccc(O)cc2)CC1,4,-5,-1,5,-1.2,-11,0.6,-1,i
Cc1cc(C)nc(NC(=O)c2ccccc2O)n1,-11,-4,-1,8,0.7,-0.8,1.4,2,i
Cc1cc(C)cc(NC(=O)N2CCCN(Cc3c(F)cccc3Cl)CC2)c1,-10,5,2,-10,2.7,-1.0,-1.9,-20,0.2
COc1ccc(C)cc1NC(=O)C(NCC(O)c1ccccc1)c1ccccc1 (stereo not drawn),-4,25,0,1,·,0.7,1.7,2,-0.5
Cc1ccc(S(=O)(=O)NCCc2cc3ccc(C)cc3[nH]c2=O)cc1,-11,-6,-4,4,-0.9,1.8,1.9,9,-4.8
Cc1ccc(Cl)cc1N1CCN(C(=O)c2noc(C(C)C)c2[N+](=O)[O-])CC1,-2,-4,-1,4,0.5,0.5,-2.4,-3,i
CC(=O)N1N=C(N)SC1c1cccc([N+](=O)[O-])c1 (stereo not drawn),-5,-4,3,-17,0.0,·,-0.1,-2,-0.3
CN1CCC(N(C)C(=O)c2ccc(Cl)c(S(=O)(=O)N3CCCCC3)c2)CC1,0,28,·,-1,0.7,0.8,-0.7,7,-1.6
O=C(Nc1ccccc1Oc1ccccc1)C1=COCCO1,-14,3,0,-15,1.1,0.6,1.1,-2,0.7
N#Cc1ccccc1Sc1ccccc1C(=O)N1CCOCC1,-1,-4,-1,-3,-0.7,·,-1.4,1,-0.7

# One compound at a time, as listed above.
# Listed for FC(F)(F)c1nnc2n1N=C(c1cccs1)CS2 = SSB-PriA inh = -7; Y pestis TopoI = 7; 3CLpro inhibitor = -1; PrPC surface inh = -1; PfHsp40 yeast = 2.3; TcdB GH inh = 1.5; BoNT A protease = -0.6; Anthrax LF prot = -8; BH1578 lux ind = -0.3
# Listed for Cc1cc(C)cc(NC(=O)N2CCCN(Cc3c(F)cccc3Cl)CC2)c1 = SSB-PriA inh = -10; Y pestis TopoI = 5; 3CLpro inhibitor = 2; PrPC surface inh = -10; PfHsp40 yeast = 2.7; TcdB GH inh = -1.0; BoNT A protease = -1.9; Anthrax LF prot = -20; BH1578 lux ind = 0.2

# Carrying on.
SMILES,SSB-PriA inh,Y pestis TopoI,3CLpro inhibitor,PrPC surface inh,PfHsp40 yeast,TcdB GH inh,BoNT A protease,Anthrax LF prot,BH1578 lux ind
CCOc1ccccc1N1CCN(CC(=O)NC(C)c2ccccc2)CC1 (stereo not drawn),-12,27,3,-7,-0.2,0.5,0.0,-11,-0.4
S=C(Nc1ccc2[nH]ccc2c1)NC1CCCCC1,2,-5,3,9,-0.6,1.8,-0.6,0,i
CC(=O)Nc1ccc(S(=O)(=O)N(Cc2cc3ccc(C)cc3[nH]c2=O)CC2CCCO2)cc1 (stereo not drawn),1,7,-2,-9,0.8,3.4,1.7,1,i
CCOc1ccc(OCC)c(S(=O)(=O)NNC(=O)c2c(C)nc3ccccn23)c1,1,1,3,5,0.2,-1.3,-0.6,2,0.4
C[C@H]1C[C@H]2[C@@H]3CCC4=CC(=O)C=C[C@]4(C)[C@@]3(F)[C@@H](O)C[C@]2(C)[C@@]1(O)C(=O)CO,-6,8,·,0,-1.4,1.7,-1.0,-8,-0.8
COc1cc(/C=N/N(C)c2ccccc2)ccc1O,·,-3,4,-8,1.5,·,1.0,2,-0.6
Brc1ccc(CN2CCN(c3ccccc3)CC2)o1,2,0,4,6,-1.5,2.2,0.9,-9,-0.2
CC(=O)c1ccc(S(=O)(=O)N(C)CCCC(=O)N2CCN(c3ncccn3)CC2)cc1,-5,9,·,8,-1.6,-0.3,-0.1,1,i
CCCOc1ccc(C(=O)Nc2ccc(S(=O)(=O)N3C[C@@H]4C[C@@H](C3)c3cccc(=O)n3C4)cc2)cc1,·,67*,·,-10,-0.4,0.6,-0.2,-6,-0.4
CC(C)NC(=O)N(Cc1ccc(Cl)cc1)Cc1cccs1,-12,-2,3,10,-0.4,0.3,0.3,-5,-0.6
CCCc1cc(C(=O)Nc2ccccc2C(=O)OC)no1,-7,-12,-3,-7,0.4,1.1,-0.7,-6,-0.3
COc1ccccc1-c1cc(C(=O)N2CCN(c3ccccc3)CC2)no1,5,28,1,-13,2.4,0.7,-2.3,1,i
CCOC(=O)[C@]12CCCC=C1N(Cc1cccc3ccccc13)C(=O)[C@H](CC(=O)NCc1ccc(C)o1)C2,·,·,·,-5,·,0.4,-1.4,-10,·
Cn1c(-c2ccccc2)c(/C=N/NC(=O)c2ccc(O)cc2)c2ccccc21,i,-4,2,24,-1.1,2.1,-1.1,-5,0.4
O=C(Nc1ccccc1Cl)c1cc(C2CCCN(C(=O)c3cccs3)C2)on1 (stereo not drawn),·,31,·,2,·,0.9,-0.5,1,i
CCN(CC)c1ccc2ccc(=O)oc2c1,-42,3,-3,-14,1.1,0.4,0.4,-4,0.2
COc1cc2cc(CN(CCCO)S(=O)(=O)c3ccccc3Cl)c(=O)[nH]c2cc1OC,-17,9,1,·,-0.5,1.4,1.0,-2,0.9
CO[C@H]1[C@@H]2C=CO[C@@H](O[C@H]3O[C@@H](CO)[C@H](O)[C@@H](O)[C@@H]3O)[C@@H]2[C@@]2(CO)O[C@@H]12,-9,11,·,4,-1.5,-0.1,0.2,-5,-0.4
CC(=O)Nc1ccc(NC(=O)c2nccnc2C(=O)O)cn1,4,7,0,-1,-1.3,1.2,-1.8,-7,0.9
Cc1cc(C)n(-c2ccc(F)cc2)c(=O)c1C#N,0,1,1,2,-0.8,1.8,-0.3,-1,-0.2
C/C(=N\S(=O)(=O)c1ccc(C)cc1)N(C)C,·,-1,1,4,-0.5,0.6,-0.6,-4,-3.6
COc1cc(/C=C(/C#N)C(=O)NCCc2c[nH]c3ccccc23)ccc1OCc1ccccc1F,-9,-4,0,1,1.1,·,-0.8,1,0.9
O=C(COC(=O)CCc1c[nH]c2ccccc12)NCCc1ccccc1,-1,15,·,-3,-1.4,0.2,1.5,4,-9.9
O=C(O)c1cccc(S(=O)(=O)Nc2ccc3c(c2)CCC3)c1,-16,1,3,-5,0.5,0.7,-4.7,-10,i
CC(=O)c1cccc(NC(=O)c2cc3nc(C)cc(C)n3n2)c1,-3,-8,-5,-6,-0.5,·,0.3,-2,i
# Remaining list, next part:
SMILES,SSB-PriA inh,Y pestis TopoI,3CLpro inhibitor,PrPC surface inh,PfHsp40 yeast,TcdB GH inh,BoNT A protease,Anthrax LF prot,BH1578 lux ind
Clc1ccc(OCc2nn3c(-c4ccco4)nnc3s2)c(Cl)c1,-11,-6,-3,-5,-1.5,·,0.9,-7,0.3
N#Cc1nc(-c2cccs2)oc1NCCN1CCOCC1,3,0,4,-6,-0.8,·,-0.1,0,3.8
C=CCn1c(SCCOc2ccc(OC)cc2)nnc1C(NC(=O)c1ccc(OC)cc1)C(C)C (stereo not drawn),-5,10,2,9,0.0,·,-1.1,1,-0.2
O=C(NCCCN1CCOCC1)c1ccc2c(c1)N(Cc1ccccc1F)C(=O)c1ccccc1S2=O (stereo not drawn),-7,-5,-1,1,0.3,0.8,1.8,-1,-0.1
O=C(O)c1cnn2c(C(F)F)cc(C(F)F)nc12,-24,-10,4,-17,-1.5,·,0.4,-4,i
Fc1ccc(Cc2nnc(-c3cccs3)o2)cc1,-22,8,-5,-9,1.1,0.3,-0.9,-8,-0.4
O=C(O)CCCC(=O)N1CCc2cc(S(=O)(=O)N3CCc4ccccc43)ccc21,-3,4,-2,-2,-0.4,6.0,0.0,-12,-0.3
COC(=O)CN(C#N)c1nc(OC)nc(N(C)C)n1,-7,5,0,-2,1.1,·,-1.7,-1,-7.1
Cc1ccc(F)c(S(=O)(=O)NC(=O)C2(C)CCN2C(=O)Cc2cc(F)ccc2F)c1 (stereo not drawn),·,1,·,0,·,0.2,0.2,7,i
COc1ccc(NC(=O)CSc2nc3c(c(=O)n2-c2ccccc2OC)SCC3)cc1,-2,10,4,-2,0.5,-0.1,0.2,-2,0.2
COc1ccc(/C=C2\SC(=S)N(CCC(=O)N3CCOCC3)C2=O)cc1OC,·,4,·,-5,·,0.7,2.0,-2,-0.4
Cc1cc(Nc2ccc(N(C)C)cc2)n2ncnc2n1,-8,5,0,-9,-0.5,-16,-9.1,-11,i
O=C(O)CCN1C(=O)c2ccc(NC(=O)CSCc3ccccc3)cc2C1=O,-6,-4,-3,0,0.1,-1.2,-0.6,-3,-0.4
COc1ccccc1C1(CCNS(=O)(=O)c2ccc(C)cc2)CCOC(C(C)C)C1 (stereo not drawn),-13,8,1,10,5.3,·,0.8,0,-0.3
COc1cccc(OC)c1C(=O)Nc1nc2ccc([N+](=O)[O-])cc2s1,17,-3,-7,-12,2.7,-0.4,1.0,-1,16
CCCCCC(=O)Nc1ccc(S(=O)(=O)Nc2cc(OC)nc(OC)n2)cc1,0,-3,-4,-10,-1.8,-0.2,1.8,-2,i
CCCC(c1nnnn1Cc1ccc2c(c1)OCO2)N1CCC(C(N)=O)CC1 (stereo not drawn),3,-9,2,1,0.7,0.2,0.2,-3,-0.2
CC[C@@]1(C(=O)OC)N[C@H](CN(C)S(=O)(=O)c2ccc(C(C)(C)C)cc2)[C@@H]2C(=O)N(C)C(=O)[C@@H]21,-9,12,·,-3,3.2,1.0,-0.9,-2,i
Cc1ccc(-c2nc(C#N)c(NCC3CCCO3)o2)cc1 (stereo not drawn),12,4,3,-12,0.9,2.5,-1.5,-2,i
CC(C)CNS(=O)(=O)c1ccc(CCC(=O)NCc2ccco2)cc1,0,-3,-1,8,2.3,·,0.9,0,0.0

# Screening results from PubChem.
